RmlCD inh mix: RmlC and RmlD coupled enzyme inhibitors, primary screen, biochemical, 384-well, compound mixtures, retest | RmlC/RmlD coupled enzyme inhibition, 384-well mixture HTS | hit rate 0.39% among 110,000 | AID 1532, 2009 | inhibition, % at 5.5 µM; in the data active means inhibition above about 30%, passing the limit was not always enough; further: strong numbers were not always called active
HIV RNase H inh: HIV-1 RT RNase H inhibitors, primary screen, biochemical, fluorescence. Gag-Pol polyprotein (Human immunodeficiency virus type 1 group M subtype B (isolate …. RT-RNase H RNA/DNA duplex cleavage. hit rate 1.9% among 65,000. inhibition, % at 10 µM; in the data active means inhibition above about 50%
The depositor's hits bear a star; / = not tested or not shown. Only part of the results is shown; count on the stated rates, not on these rows.

The opening 3 records, to show the layout:
canonical_smiles | HIV RNase H inh | RmlCD inh mix
Cc1cc(N2C(=O)CC(N3CCN(C(c4ccccc4)c4ccccc4)CC3)C2=O)no1 (centres undefined) | 17 | -10
CCC(c1nnnn1CS(=O)(=O)c1ccc(C)cc1)N1CCN(c2nc3ccccc3s2)CC1 (centres undefined) | 5 | 8
CCCNC(=O)c1cc(S(=O)(=O)N2CCc3ccccc32)ccc1F | 6 | -8

All compounds of this part, repeating the preview:
canonical_smiles | HIV RNase H inh | RmlCD inh mix
Cc1cc(N2C(=O)CC(N3CCN(C(c4ccccc4)c4ccccc4)CC3)C2=O)no1 (centres undefined) | 17 | -10
CCC(c1nnnn1CS(=O)(=O)c1ccc(C)cc1)N1CCN(c2nc3ccccc3s2)CC1 (centres undefined) | 5 | 8
CCCNC(=O)c1cc(S(=O)(=O)N2CCc3ccccc32)ccc1F | 6 | -8
CCOc1ccc(N(CC(=O)Nc2ccc3c(c2)OCCO3)S(=O)(=O)c2c(C)noc2C)cc1 | 56* | -12
Cc1[nH]n(-c2ccccc2)c(=O)c1-c1cccc(Cl)c1 | / | 10
Cn1c(SCc2ccccc2)nnc1-c1ccc2c(c1)OCO2 | -10 | -23
Cc1ccc2cccc(OCC(=O)NCc3ccco3)c2n1 | 3 | -11
O=S1(=O)CCOC[C@H](Cc2ccccc2)N1Cc1cccc(Cl)c1 | / | 3
Cc1cccc(NC(=S)NNC(=O)c2csc3c2CCCC3)c1 | / | -21
CCc1cc2c(NCCC(=O)O)ncnc2s1 | -2 | -8
O=C(CSc1nnc(-c2ccccc2)n1Cc1ccco1)Nc1ccc(S(=O)(=O)N2CCCC2)cc1 | / | 8
CC(=O)N1CC2(CC(=O)OC(C)C)CN(C(C)=O)CC(CC(=O)OC(C)C)(C1)C2=O | -2 | 11
CCNc1ccc2c(Cl)cc(=O)oc2c1 | -7 | /
CCN(CC)S(=O)(=O)c1ccc(Cl)c(NC(=O)c2ccccc2C)c1 | / | -61
COC(=O)c1ccc(C2c3c(oc4ccc(F)cc4c3=O)C(=O)N2CCO)cc1 (centres undefined) | -2 | -7
O=C(Nc1ccc(N2CCCCC2)c(Cl)c1)c1cccnc1 | 2 | -13
COc1cc(C2/C(=C(/O)c3ccc(OCC(C)C)cc3)C(=O)C(=O)N2CCN(C)C)ccc1O (centres undefined) | 6 | -11
CCc1nc(SCc2cccnc2)c2c(=O)n(C)c(=O)n(C)c2n1 | -29 | 10
CCOc1ccc2nc(SC(C)C(N)=O)[nH]c2c1 (centres undefined) | 4 | -14
O=C(NNC1=C(C(=O)C(F)(F)F)CCC1)c1ccccc1Cl | / | 9

canonical_smiles | HIV RNase H inh | RmlCD inh mix
CCOC(=O)c1c(C)c(-c2ccccc2)n(CC(=O)N2CCN(C)CC2)c1C | 2 | 3
Cc1cc(S(=O)(=O)N(Cc2ccccn2)Cc2ccco2)ccc1-n1cnnn1 | -15 | -12
COC(=O)c1ccc(NC(=O)C2CC(=O)N(c3ccc(C)cc3)C2)cc1 (centres undefined) | / | -8
COCC(=O)N(Cc1cc2cc(OC)ccc2[nH]c1=O)c1ccc(C)cc1 | 6 | -13
CN1C(=O)C(CC(=O)N2CCN(C(c3ccccc3)c3ccccc3)CC2)N(C)C1=O (centres undefined) | -5 | 6
Cc1cc(S(=O)(=O)NC2CCCC2)ccc1F | -40 | -195
O=C(Cn1c(=O)c2c(ncn2C2CCCC2)n(Cc2ccccc2)c1=O)N1CCc2ccccc21 | 3 | 5
COc1ccc2[nH]c(=O)c(CN(C(=O)c3cccnc3)c3ccc(C)cc3)cc2c1 | / | 9
COC(=O)CN(c1cccc(F)c1)S(C)(=O)=O | / | -13
CC(C)C(=O)NC(=S)Nc1ccccc1F | / | 3
CCOC(=O)c1c(C)[nH]c(C(=O)CSc2nnc(-c3cccs3)n2Cc2ccccc2)c1C | / | -5
CC(C)OP(=O)(OC(C)C)C1(O)C(=O)Nc2ccc(Br)cc21 (centres undefined) | / | -12
C=CCSc1nc(N(CC)CC)c2sccc2n1 | / | 4
c1ccc(Nc2nc(N3CCOCC3)c3ccccc3n2)cc1 | / | -3
Cc1ccc(-c2csc(Cc3nc(-c4cc5ccccc5oc4=O)cs3)n2)cc1 | / | -27
O=S(=O)(c1ccc2oc(-c3ccncc3)nc2c1)c1ccc2oc(-c3ccncc3)nc2c1 | -10 | /
COc1ccccc1NS(=O)(=O)c1cc(C(=O)NCCN2CCOCC2)ccc1Cl | 5 | 2
Brc1ccc2c(c1)OCCOCCOc1cc(Br)ccc1OCCOCCOCCO2 | / | 6
CCOc1ccc(N(CC(=O)NCC2CCCO2)C(=O)CCC(=O)Nc2ccccn2)cc1 (centres undefined) | / | -11
O=C(c1cccc(S(=O)(=O)N2CCCC2)c1)N1CCN(c2ccccc2F)CC1 | -6 | -10

Complete entries as entered above.
C=CCSc1nc(N(CC)CC)c2sccc2n1 in the list: HIV RNase H inh: /; RmlCD inh mix: 4
Cc1ccc(-c2csc(Cc3nc(-c4cc5ccccc5oc4=O)cs3)n2)cc1 in the list: HIV RNase H inh: /; RmlCD inh mix: -27
COc1ccccc1NS(=O)(=O)c1cc(C(=O)NCCN2CCOCC2)ccc1Cl in the list: HIV RNase H inh: 5; RmlCD inh mix: 2

(more compounds)
canonical_smiles | HIV RNase H inh | RmlCD inh mix
C/C(N)=C(/C#N)C(=O)CSc1nnnn1-c1ccc(C)cc1 | -26 | -8
CCC[C@@H]1CCCO[C@@](C(=O)NCc2ccc(S(C)(=O)=O)cc2)(C(F)(F)F)C1 | / | -15
O=c1c2cccc3c2c(nn1CN1CCOCC1)-c1ccccc1-3 | 14 | -5
O=C(OCc1nnc(-c2ccccc2)o1)c1ccc(S(=O)(=O)NCc2ccco2)cc1 | -10 | 7
COCCn1c(SCC(=O)Nc2sc(C)c(C)c2C#N)nnc1C(C)C | -6 | -6
C/C(=C\C(=O)c1cccnc1)Nc1ccc(C)c(C)c1 | -39 | 21
N#CCSc1nc2c(cc1C#N)CCCCCC2 | -3 | 9
Cc1cc(C)n2c(Nc3ccc4c(c3)OCCO4)c(-c3ccco3)nc2n1 | / | -5
CCOc1cc(-n2cnnn2)c(OCC)cc1NC(=O)c1cnccn1 | -1 | 9
COc1ccccc1-n1cnc2cc(NCc3ccccn3)ccc21 | / | 6
COc1ccc(C(CC(=O)N2CCC3(CC2)OCCO3)NS(=O)(=O)c2ccc(OC)cc2)cc1 (centres undefined) | 1 | 9
Cc1ccccc1Cn1c(=O)n(CCCC(=O)NCc2ccco2)c(=O)c2sccc21 | / | 136
Cc1cc(C)c(C2=NOC(O)(C(F)(F)F)C2)c(=O)[nH]1 (centres undefined) | -29 | 7
CCOc1ccc(-n2c(C)nc3cc(C(=O)NCc4ccco4)ccc32)cc1 | -5 | 1
CCCCOCC(O)Cn1c(C)nc2ccccc21 (centres undefined) | -4 | -4
COCCn1c(C(C)C)nc2sc3ccccc3c(=O)c2c1=O | / | -2
CC(=O)NC(c1ccc(F)cc1)c1cccnc1 (centres undefined) | / | 6
COc1ccc(C2CC(c3ccc(C)cc3)Nc3ncnn32)cc1 (centres undefined) | -2 | -18
CCSc1nnc(-c2ccc(Cl)cc2)c2ccccc12 | / | 6
Cc1c(NC(=O)c2cc(CC(C)C)on2)c(=O)n(-c2ccccc2)n1C | / | 5

canonical_smiles | HIV RNase H inh | RmlCD inh mix
COc1cc(NC(=O)CN2C(=O)c3ccccc3C2=O)c(C(=O)O)cc1OC | / | 1
Cc1ccc(N(C)C(=O)N2CCN(c3ccccn3)CC2)cc1 | -11 | 8
c1ccc(N=P(c2nc3ccccc3o2)(N2CCOCC2)N2CCOCC2)cc1 | -8 | -5
COc1ccccc1/C=C1\NC(=S)N(CC2CCCO2)C1=O (centres undefined) | / | 6
CC(C)C(NC(=O)OCc1ccccc1)C(=O)O (centres undefined) | / | -16
COc1ccc(NC(=O)C2CCCN(S(=O)(=O)c3ccc(C)cc3)C2)cc1OC (centres undefined) | -16 | 1
O=C(O)c1ccc(CS(=O)c2cccc(C(F)(F)F)c2)o1 (centres undefined) | -8 | 13
Cn1c(=O)c2c(nc(N3CCCCCC3)n2CC(=O)c2ccc(Br)cc2)n(C)c1=O | -16 | -13
CCCOc1ccc(C(=O)NC(=S)Nc2nc3ccccc3s2)cc1 | / | -26
FC(F)(F)c1ccc2c(c1)ncn2C1CCN(Cc2nnnn2C2CCCCC2)CC1 | -6 | -6
O=C(c1cccs1)n1nc(-c2ccc(Cl)cc2)nc1NCc1ccco1 | / | 3
O=C1NCCCC1C(=O)NCCNC(=O)C(F)(F)F (centres undefined) | -4 | 11
COc1ccc(C(=O)CC(Nc2ccc([N+](=O)[O-])cc2)c2ccc(Cl)cc2)cc1 (centres undefined) | / | 16
CCc1cccc(OCCCN2C(=O)NC(C)(C)C2=O)c1 | / | -12
Cc1nn(CC(=O)NCc2cccc3ccccc23)c(=O)c2ccccc12 | / | -10
O=C(NC1=NCCS1)c1ccncc1 | 0 | 6
CC1=C(C(=O)N2CCOCC2)C(c2ccccc2F)C2=C(CCCC2=O)N1 (centres undefined) | 1 | 15
O=c1[nH]c(=O)n(CCc2ccccc2)c(O)c1C=NCc1ccc2c(c1)OCO2 | / | -6
COCCN(Cc1cc2cc3c(cc2n2nnnc12)OCO3)C(=O)c1ccccc1F | -12 | 13
C=CCn1c(SCc2csc(C)n2)nc2sc3c(c2c1=O)CCC(C)C3 (centres undefined) | / | -8

canonical_smiles | HIV RNase H inh | RmlCD inh mix
CCOc1cc(S(=O)(=O)N2CC=C(c3ccc(F)cc3)CC2)c(OCC)cc1-n1cnnn1 | -16 | 2
CC(C)OC(=O)CN1C(=O)C(=O)c2ccccc21 | / | -55
COc1cccc(OCCNc2cc(Cl)ccc2[N+](=O)[O-])c1 | / | 10
O=C(Cn1cncn1)NCc1cccc2ccccc12 | / | -6
O=C(Nc1ccccc1)N(Cc1cccs1)C1CCCC1 | -15 | 10
CC(C(=O)c1ccc(-c2ccccc2)cc1)[n+]1ccccc1 (centres undefined) | / | -6
Fc1cccc(Cl)c1CSc1nnc(CN2CCOCC2)n1-c1ccccc1 | / | -4
COc1ccc2[nH]c(=O)c(CNc3ccccc3)cc2c1 | / | 4
CCCCCCCCS(=O)C1CCS(=O)(=O)C1 (centres undefined) | / | -21
COC(=O)c1cn(NC(=O)C2CCC(C(C)(C)C)CC2)c(=O)c2ccccc12 (centres undefined) | / | -2
O=c1sc(Nc2ccccc2)nc2ccsc12 | -25 | -6
O=C(NCc1ccncc1)Nc1ccccc1Cl | -2 | -12
COc1ccc(C(=O)N/N=C/C(C)c2ccccc2)cc1OC (centres undefined) | / | 5
COC(=O)C1CCN(C(=O)COC(=O)Cc2c[nH]c3ccccc23)CC1 | -6 | -1
O=C(c1cc(Br)ccc1Cl)N1CCC2(CC1)OCCO2 | -7 | -5
CC(C)(C)NS(=O)(=O)c1ccc(CCC(=O)Nc2ccc3c(c2)OCO3)cc1 | / | -8
CC1CCCCN1C(=O)Cc1ccc(Cl)cc1 (centres undefined) | -8 | -7
O=C1NCCc2c1[nH]c1c(Cl)ccc(Cl)c21 | -33 | -15
C=CCn1c(COc2ccc3c(c2)CCCC3)nnc1SCC(=O)Nc1cccc(SC)c1 | / | -10
CCOC(=O)C1CCN(c2nc3ccccc3nc2C(C#N)C(=O)NCCc2ccccc2)CC1 (centres undefined) | 16 | /

canonical_smiles | HIV RNase H inh | RmlCD inh mix
CCOC(=O)N1CCC(NC(=O)CCc2c(C)nc3c(c(C)nn3C(C)(C)C)c2C)CC1 | -2 | -9
O=C(c1cccc(S(=O)(=O)N2CCOCC2)c1)N1CCOCC1 | -12 | -18
CC(C)(C)c1ccc(-c2nnc(SCCC#N)n2C2CCCC2)cc1 | -3 | 12
CCC(C)[C@H]1CN=C(N)N1CC1CCCCC1 (some centres undefined) | / | -8
COC(=O)c1cc2c(C)cc3ccc(C)cn3c-2c1C(=O)OC | / | 7
O=[N+]([O-])c1ccc(Cl)c(/C=N/N2CCN(Cc3ccc(Cl)cc3)CC2)c1 | / | 9
Cc1cc(NS(=O)(=O)c2ccc(C3CCCCC3)cc2)no1 | 0 | 7
CCOc1ccc(C(C)NC(=O)CCC(=O)O)cc1 (centres undefined) | -12 | 10
Cn1c(Cc2cccs2)nnc1SCC(=O)N1CCc2ccccc21 | -12 | -5
CC(=O)c1ccc(-c2nc3c4ccccc4ccn3c2C(C)=O)o1 | 0 | /
COc1cccc2cc(C(=O)N3CCN(c4ccccc4F)CC3)c(=O)oc12 | 5 | 68
CN1CCc2c(sc(/N=C/c3ccco3)c2C(N)=O)C1 | -6 | 15
CSC1=C(C#N)C(c2ccc3c(c2)OCO3)C2=C(CCCC2=O)N1 (centres undefined) | / | -10
CCCN1C(=O)C(NS(=O)(=O)c2ccc(N)cc2)(C(F)(F)F)C(C(=O)OC)=C1C (centres undefined) | -9 | -11
CC(C)Cn1cnc2c1c(=O)n(CC(O)c1ccccc1)c(=O)n2CC(C)C (centres undefined) | / | -8
Cc1ccc(S(=O)(=O)N/N=C\c2ccc(C)o2)cc1 | / | -4
Cc1ccc(C2C(C#N)C(C#N)N3CCCN23)cc1 (centres undefined) | / | -12
O=c1c2ccccc2c(C=NCCCN2CCOCC2)c(O)n1Cc1ccccc1 | -61 | -6
C=CCc1cccc2cc(C(=O)NC3=C(C#N)CCC3)c(=O)oc12 | / | -8

Some values from the list:
Result of CC(=O)c1ccc(-c2nc3c4ccccc4ccn3c2C(C)=O)o1 in HIV RNase H inh: 0
Result of Cc1ccc(S(=O)(=O)N/N=C\c2ccc(C)o2)cc1 in RmlCD inh mix: -4
